GRP78 ERSR act: inducers of ER stress response in human glioma cells; U87-MG GRP78 promoter luciferase reporter, 16 h; Potency, µM, for the others: top-dose activation, actives largely listed as activators; 420,000 tested, 0.02% active; also: potency is read from the fitted curve at half-maximal effect; series mostly up to about 76 µM; % of control where 0% means no effect; nearly all actives have a fitted effect of over 35% in size
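ERSR induction read as luciferase luminescence (Bright-Glo, 10 min at room temperature) in stably transfected human U87-MG glioma cells exposed to compounds for 16 h, using GRP78 as sensor.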
Vif-A3F inh: blocks the Vif interaction with APOBEC3F; 390,000 tested, 0.2% active; Potency, µM (titrated, usually from 46.1 µM), without a hit: at the highest dose activity, negative = active; HeLa A3F-eYFP + Vif (tagged APOBEC3F with the HIV-1 protein that degrades it), YFP fluorescence increase; AID 602313; also: potency is read from the fitted curve at half-maximal effect; % of control where 0% means no effect; nearly all actives have a fitted effect of over 65% in size
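Fluorescence increase (Ex 488/Em 500-530) after overnight compound treatment at 37 deg C flags inhibition of Vif-driven A3F-eYFP loss in stable HeLa A3F-eYFP/Vif cells seeded overnight beforehand.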
RXFP1 ag: RXFP1 (human) receptor agonism; Q9HBX9; HEK293T-RXFP1 cAMP TR-FRET, 30 min; response scale: percent of porcine relaxin response, buffer zero; Potency, µM (titrated, usually from 57.5 µM), for the others: at the highest dose activation, most hits filed as activators; 370,000 tested, 0.3% active; AID 2676; also: potency is read from the fitted curve at half-maximal effect; % is scaled to controls: 0 for no effect and ±100 for the full control effect; nearly all actives have a fitted effect of over 60% in size; many of its hits are not listed in these tables
Target sequence (Q9HBX9 whole entry, looked up): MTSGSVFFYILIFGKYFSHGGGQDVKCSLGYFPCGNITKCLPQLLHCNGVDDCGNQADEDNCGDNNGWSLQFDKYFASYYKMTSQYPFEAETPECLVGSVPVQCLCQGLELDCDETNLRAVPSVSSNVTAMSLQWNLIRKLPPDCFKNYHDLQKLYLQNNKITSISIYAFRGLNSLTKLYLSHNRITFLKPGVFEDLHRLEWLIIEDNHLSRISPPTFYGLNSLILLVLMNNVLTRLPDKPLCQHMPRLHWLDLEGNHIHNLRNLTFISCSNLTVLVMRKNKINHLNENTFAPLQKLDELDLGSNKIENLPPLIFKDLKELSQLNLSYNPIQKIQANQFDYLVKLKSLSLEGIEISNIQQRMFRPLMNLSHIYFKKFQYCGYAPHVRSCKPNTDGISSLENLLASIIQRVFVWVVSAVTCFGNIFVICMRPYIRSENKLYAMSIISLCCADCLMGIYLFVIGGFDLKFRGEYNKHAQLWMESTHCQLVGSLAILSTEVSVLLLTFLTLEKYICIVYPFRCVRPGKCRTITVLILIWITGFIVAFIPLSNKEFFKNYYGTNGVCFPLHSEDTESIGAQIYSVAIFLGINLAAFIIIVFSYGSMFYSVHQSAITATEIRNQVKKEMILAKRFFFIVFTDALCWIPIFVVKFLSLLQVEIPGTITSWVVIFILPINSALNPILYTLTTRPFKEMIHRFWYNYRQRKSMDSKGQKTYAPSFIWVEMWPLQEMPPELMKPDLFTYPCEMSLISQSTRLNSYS
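HEK293T cells stably expressing RXFP1 were pretreated with the PDE4 inhibitor Ro 20174, exposed to compounds for 30 min at 37C, lysed, and cAMP was read by TR-FRET. Data normalized to buffer (basal) and 29 nM porcine relaxin (100%).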
D1 potentiator: potentiators of human D1 dopamine receptor. potentiation, % at 10 µM. 360,000 tested, 0.036% active. HEK293 TREx D1 cells, calcium flux, dopamine EC20 potentiation. AID 504651; in the data active = potentiation above about 30%; also: 0% is about no effect
Vif-A3G inh: blocks the Vif interaction with human APOBEC3G | Q9HC16 | HeLa A3G-eYFP + Vif (tagged APOBEC3G with the HIV-1 protein that degrades it), YFP fluorescence, overnight | Potency, µM (top dose mostly 46.1 µM), without a hit: at the highest dose activity, negative = active, actives largely listed as inhibitors | 410,000 tested, 0.076% active | AID 602310;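 also: potency is read from the fitted curve at half-maximal effect; % is scaled to controls: 0 for no effect and ±100 for the full control effect; nearly all actives have a fitted effect of over 60% in size; hits raise eYFP signal because A3G escapes Vif-driven loss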
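HeLa cells stably expressing Vif and C-terminally eYFP-tagged A3G, seeded overnight at 37 deg C, then exposed to compound by pintool overnight at 37 deg C. Rise in yellow fluorescence (Ex 488/Em 500-530, Acumen) marks blocked Vif-driven A3G degradation.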
D1 antag: human D1 dopamine receptor antagonism; HEK293 TREx D1 cells, calcium flux, dopamine EC80; stronger effect = lower value; P21728; AID 504652; activity change, negative = inhibition, % at 10 µM; 360,000 tested, 3.2% active; in the data active = activity change below about -30%; also: % is scaled to controls: 0 for no effect and ±100 for the full control effect
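Calcium flux readout: force-coupled, inducible Hek293 Trex D1 line, cells induced overnight at 30 C with tetracycline, dye-loaded 30–90 min at RT. Antagonism scored against EC80 dopamine challenge given 180 s after compound.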
D1 agonist: activates the human D1 dopamine receptor. 360,000 tested, 1% active. P21728. activation, % at 2 µM. HEK293 T-REx D1 cells, calcium flux, agonist mode; in the data active = activation above about 30%; also: 0% is about no effect
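Agonism was scored from calcium flux recorded over 180 s (1 read/s) after pintool compound addition, following a 10-cycle baseline. Cells were inducible force-coupled HEK293 TREx D1, plated overnight at 30 C and loaded with no-wash calcium dye.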
RXFP1 antag: antagonists of human relaxin receptor RXFP1 | Q9HBX9 | HEK293-RXFP1, relaxin-stimulated cAMP HTRF, 30 min; stronger effect = lower value | activity change, negative = inhibition, % at 57.5 µM | 350,000 tested, 0.59% active | AID 1259400;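 active = activity change of -60% or lower, but not beyond a set lower limit; inconclusive = change between -60% and -40%, or beyond the set limit; inactive = change above -40%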; also: % is scaled to controls: 0 for no effect and ±100 for the full control effect
D2 PAM: positive allosteric modulators of human D2 dopamine receptor; HEK293 T-REx D2, calcium flux, EC20 dopamine potentiation; P14416; 340,000 tested, 0.34% active; potentiation, % at 10 µM;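 active = potentiation over 3 SD above the plate norm, cut at about 30% in these data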; also: 0% is about no effect
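Primary screen. Calcium kinetics in induced HEK293 T-REx D2 cells: compound pre-addition 180 s, EC20 dopamine, 180 s more.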
An asterisk follows results filed as active; ? = inconclusive; . = no result given; & = joins results of further samples. Unless noted, calls follow the shape of the dose curve; as a rule, active = well fitted curve in the direction sought with a large enough effect; inconclusive = small, poorly fitted or top-dose-only effect, or another doubt; inactive = no such curve, though single readings can be large; an effect the other way counts as inactive or inconclusive.

SMILES	GRP78 ERSR act	Vif-A3F inh	RXFP1 ag	D1 potentiator	Vif-A3G inh	D1 antag	D1 agonist	RXFP1 antag	D2 PAM
COc1ccc(S(=O)(=O)N(CC(=O)NCCc2ccccc2)c2ccc(Cl)cc2)cc1	-3.3%	3.0%	4.6%	-2.6	5.4%	-20.5	40.4*	.	23.1
CCC1N=C(SC)NC(C)=C1C(=O)c1ccccc1 (stereo not given)	-0.4%	10.8%	0.4%	-2.5	1.6%	8.0	2.9	2.6	.
O=C(COC(=O)COc1ccc(Br)cc1)NC1CCS(=O)(=O)C1 (stereo not given)	-4.1%	-0.5%	.	.	1.9%	.	.	-2.6	.
CCN1CCN(CCOc2ccc(Br)cc2C)CC1	-0.2%	-2.8%	3.1%	-6.2	0.4%	6.1	9.6	-8.8	-14.5
CCOc1ccc2nc(SC(C)C(N)=O)[nH]c2c1 (stereo not given)	0.6%	1.3%	1.1%	-6.9	0.6%	-0.2	4.8	-10.2	-7.0
CCCCN(CC)CCNC(=O)CN(C)S(=O)(=O)c1ccc2c(c1)c(=O)n(C)c(=O)n2C	-1.0%	-14.6%	-0.7%	-0.4	0.8%	-28.4	-1.0	0.0	-10.2
COc1cc(NC(=O)CCc2nnc3ccc(N4CCCCC4)nn23)cc(OC)c1OC	0.6%	-3.5%	0.2%	-4.6	-1.3%	6.9	0.4	-5.0	8.5
CCC(=O)OCC(=O)Nc1ccc2c(c1)OCO2	5.4%	-16.9%	0.3%	-4.5	-2.1%	-19.8	3.8	-3.5	-6.2
O=C(Nc1cccc2[nH]ncc12)c1ccc(F)cc1	-2.1%	2.4%	-0.3%	-2.0	4.3%	16.0	4.3	-0.8	16.7
O=C(c1cccc(S(=O)(=O)N2CCN(c3ccccc3)CC2)c1)N1CCN(c2ccccc2O)CC1	-2.3%	-0.3%	0.6%	-4.9	1.1%	10.5	1.3	-6.7	-3.3
O=C(CN1CCc2cc3c(cc2C1)OCCCO3)Nc1cccc([N+](=O)[O-])c1	3.6%	-2.4%	0.3%	-5.2	-1.0%	1.0	15.5	-7.3	4.1
COc1ccc2cc(C)c3nnc(SCC(=O)Nc4cc(OC)c(OC)cc4C(=O)O)n3c2c1	-5.5%	9.7%	-0.6%	-5.2	0.2%	-4.8	-2.8	14.0	0.9
COc1ccc(C(=O)CSc2nnc(-c3cc4ccccc4cc3O)n2Cc2ccco2)cc1	-4.6%&-5.1%	4.5%	2.6%	-2.6	3.4%&3.6%	6.4	2.8	12.0	16.9
CCN(CC)CCNC(=S)Nc1ccc2nc(N3CCN(CC)CC3)cc(C)c2c1	-5.2%	2.9%	8.4%	-5.1	-1.9%	1.6	2.3	-8.2	-11.3
Cc1ccc(S(=O)(=O)N2CCOCC2)cc1C(=O)NCc1ccc2c(c1)OCO2	1.0%	-1.7%	1.5%	9.2	0.8%	-15.0	4.6	4.0	4.8

Grouped by structure: the compounds so far containing an NH in an aromatic ring (2)
SMILES	GRP78 ERSR act	Vif-A3F inh	RXFP1 ag	D1 potentiator	Vif-A3G inh	D1 antag	D1 agonist	RXFP1 antag	D2 PAM
CCOc1ccc2nc(SC(C)C(N)=O)[nH]c2c1 (stereo not given)	0.6%	1.3%	1.1%	-6.9	0.6%	-0.2	4.8	-10.2	-7.0
O=C(Nc1cccc2[nH]ncc12)c1ccc(F)cc1	-2.1%	2.4%	-0.3%	-2.0	4.3%	16.0	4.3	-0.8	16.7

Next section.
SMILES	GRP78 ERSR act	Vif-A3F inh	RXFP1 ag	D1 potentiator	Vif-A3G inh	D1 antag	D1 agonist	RXFP1 antag	D2 PAM
CCOC(=O)c1[nH]c2cc3c(cc2c1NC(=O)CN1CCc2ccccc2C1)OCO3	-1.7%	-3.7%	-2.3%	-2.3	1.7%	46.4	4.5	1.5	16.6
Cc1csc(=O)n1CC(=O)OC(C)C(=O)Nc1ccc(F)c(F)c1F (stereo not given)	-0.6%	-11.0%	-0.5%	4.7	1.4%	6.4	5.8	6.5	-7.7
Cc1c(NC(=O)CSc2ccccc2Cl)c(=O)n(-c2ccccc2)n1C	-3.6%	-3.9%	-2.6%	-0.5	-8.1%	3.4	-0.2	-5.2	.
CC1CCC(C(C)C)C(OCC(O)CNC(C)c2ccccc2)C1 (stereo not given)	-10.1%	2.5%	-0.6%	-0.7	0.0%	42.5	32.8*	?	-0.2
CCOC(=O)C(=O)Nc1cc(C)on1	-4.9%	1.9%	-2.2%	-0.6	-0.7%	-8.7	4.1	-20.8	10.4
COC(=O)c1cc2occc2n1CC(=O)Nc1ccc(OC)c(OC)c1	-2.7%	3.2%	4.6%	-0.3	-5.5%	3.3	2.5	-18.8	0.1
O=C(CCCN1C(=O)/C(=C\c2cccs2)SC1=S)Nc1ccc(C(=O)O)cc1	4.8%	-5.4%	2.5%	-2.2	-0.8%	11.7	2.6	-18.8	.
Cc1ccc(C)c(NC(=O)CN(C)C(=O)c2ccc3ncsc3c2)c1	-2.1%	6.6%	0.3%	2.4	2.3%	-3.7	2.7	-6.8	-14.2
Cc1c(C(=O)NCC2CCCO2)oc2c(Cl)cccc12 (stereo not given)	-1.2%	3.6%	0.4%	0.8	-7.6%	10.4	1.0	-14.7	13.4
CCOC(=O)c1c(C)c(C(=O)NCc2cccs2)c(C)n1C	-3.3%	-1.2%	-4.0%	-5.9	-3.9%	-15.3	3.2	24.7	3.0
Cc1csc2nc(CNC(=O)C3CCCCC3)cn12	-1.7%	0.5%	0.8%	1.4	-0.1%	8.9	8.9	3.1	-7.5
CC(NC(=O)Cc1cccs1)c1ccncc1 (stereo not given)	-2.3%	-2.7%	0.0%	11.3	-2.0%	-6.2	2.0	6.1	-4.2
Cc1ccc(NS(=O)(=O)c2cccc(C(=O)n3ncc(C#N)c3N)c2)c(C)c1	-2.3%	-30.0%	1.5%	-4.3	1.6%	-3.7	1.9	-10.5	8.6
CCC(CC)NC(=O)CO/N=C/c1ccccc1OC(F)F	-0.2%	-10.3%	0.0%	-4.7	0.9%	-2.7	-0.8	6.0	2.3
O=C(Nc1ccc(Br)cc1)C1C2C=CC3(O2)C1C(=O)N(CCN1CCOCC1)C3C(=O)NC1CCCCC1 (stereo not given)	-3.6%	1.2%	-3.8%	-3.8	0.1%	-2.7	-0.2	-0.8	8.8
Cc1nc2ccc(NC(=O)CCC3CCCC3)cc2s1	8.1%	9.4%	0.4%	-2.8	-1.2%	1.0	0.2	6.1	.
COc1ccccc1C(=O)COC(=O)c1cc([N+](=O)[O-])ccc1N1CCOCC1	-5.6%	-6.3%	5.8%	-2.9	-5.4%	5.3	1.6	-6.6	-2.7
Cc1cc(N2CCN(C(=O)c3ccco3)CC2)n2nc(-c3cccc(Cl)c3)cc2n1	-1.0%	-10.3%	3.3%	-0.8	1.5%	0.3	0.8	-5.6	-6.1
C#CCSc1nnnn1-c1ccc(Br)c(C)c1	2.3%	10.9%	0.1%	1.1	0.0%	10.3	1.3	-7.5	-8.0
COc1ccc(-c2ccc(NCCN3CCOCC3)nn2)cc1OC	-3.1%	-5.8%	-2.8%	-3.9	1.9%	16.2	1.6	4.0	.
COCCN(C(=O)COC(=O)c1ccc2ccccc2c1)c1c(N)n(Cc2ccccc2)c(=O)[nH]c1=O	-0.7%	-1.7%	.	.	1.5%	.	.	-9.4	.
CCc1ccc(NC(=O)COC(=O)CCc2nc3cc(S(=O)(=O)N(CC)CC)ccc3n2C)cc1	-0.7%	-4.5%	-1.2%	-5.8	-1.5%	-10.0	-0.2	-3.8	9.4
CCc1ccccc1N1CC(c2nc3ccccc3n2CCCOc2ccc(Cl)cc2)CC1=O (stereo not given)	0.5%	2.1%	1.1%	-1.4	1.4%	1.9	15.1	-5.6	-7.6
Clc1ccc(OCCCCN2CCCCC2)cc1	-2.3%	0.4%	-0.1%	-4.7	1.1%	-38.7*	25.6	1.4	-28.3
Cc1ccc(Cl)cc1N1CCN(S(=O)(=O)c2ccc3oc(=O)c4ncn(C)c4c3c2)CC1	-4.3%	2.8%	-3.0%	-3.1	1.2%	8.2	0.4	-6.5	-0.8
O=C(c1cccn2c(=O)c3cc(Br)ccc3nc12)N1CCN(c2ccccn2)CC1	-2.1%	-8.8%	0.7%	1.3	0.4%	7.3	-0.4	-3.4	-10.6
CC(C)C(=O)N(Cc1ccccc1)c1ccccn1	-1.6%	-4.1%	-1.2%	2.6	1.7%	-5.8	6.1	2.3	-6.3
CN(C)S(=O)(=O)c1cccc(NC(=O)c2cc3c(cc2Cl)N2CCCCCC2=NS3(=O)=O)c1	-1.4%	-0.7%	3.4%	-8.0	2.1%	5.7	8.1	-11.9	1.0
O=C(NN1CC(=O)N(c2cc(Cl)cc(Cl)c2)CC1=O)c1sccc1Cl	-3.5%	1.6%	-1.8%	0.2	-1.4%	0.8	2.0	8.5	4.5
O=C(CS(=O)CC(=O)N(CC(=O)NC1CCCC1)c1ccc2c(c1)OCCO2)Nc1ccc(F)cc1 (stereo not given)	-3.4%	-6.5%	-2.8%	1.5	-3.8%	0.3	-1.3	-10.2	2.5
COc1cc(/C=C/c2ccc3cccc(O)c3n2)ccc1O	?	-14.4%	-2.7%	-9.4	?	-13.3	2.1	0.8	-1.1
O=C(Cc1c(F)cccc1Cl)Nc1ccccc1C(=O)N1CCOCC1	-4.2%	3.1%	4.1%	-0.2	0.9%	-3.4	3.2	1.1	14.5

Arranged by heavy-atom count (rising): 3 of the compounds above
SMILES	GRP78 ERSR act	Vif-A3F inh	RXFP1 ag	D1 potentiator	Vif-A3G inh	D1 antag	D1 agonist	RXFP1 antag	D2 PAM
C#CCSc1nnnn1-c1ccc(Br)c(C)c1	2.3%	10.9%	0.1%	1.1	0.0%	10.3	1.3	-7.5	-8.0
O=C(c1cccn2c(=O)c3cc(Br)ccc3nc12)N1CCN(c2ccccn2)CC1	-2.1%	-8.8%	0.7%	1.3	0.4%	7.3	-0.4	-3.4	-10.6
O=C(CS(=O)CC(=O)N(CC(=O)NC1CCCC1)c1ccc2c(c1)OCCO2)Nc1ccc(F)cc1 (stereo not given)	-3.4%	-6.5%	-2.8%	1.5	-3.8%	0.3	-1.3	-10.2	2.5

The list is partial; the hit share may differ from the screen's.
